Source: PubChem BioAssay
FBA Mtb inh: inhibits M. tuberculosis FBA enzyme; P9WQA3; hit rate 2.3% among 360,000; purified M. tuberculosis FBA, fluorescence read-out; inhibition, % at 1 µM; in the data active means inhibition above about 27%;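 further: 0% = vehicle and 100% = reference inhibitor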
Target sequence (P9WQA3 whole entry, looked up): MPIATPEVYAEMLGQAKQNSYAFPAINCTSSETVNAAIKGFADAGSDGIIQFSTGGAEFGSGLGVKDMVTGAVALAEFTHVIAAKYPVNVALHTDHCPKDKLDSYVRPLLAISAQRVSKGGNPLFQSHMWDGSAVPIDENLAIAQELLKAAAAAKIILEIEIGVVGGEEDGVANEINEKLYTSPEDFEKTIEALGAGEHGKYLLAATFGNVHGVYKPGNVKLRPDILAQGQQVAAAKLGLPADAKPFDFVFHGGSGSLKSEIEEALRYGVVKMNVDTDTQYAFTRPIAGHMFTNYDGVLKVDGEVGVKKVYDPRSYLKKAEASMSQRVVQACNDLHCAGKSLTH
BoNT F protease: blocks Botulinum neurotoxin F light chain protease; hit rate 0.22% among 360,000; Multiplex microsphere protease cleavage assay, flow cytometry; inhibition, % at 10 µM; in the data active means inhibition above about 35%, passing the limit was not always enough; inconclusive means no clear call, values can overlap the other calls; further: plate controls were buffer without enzyme for full effect and enzyme alone for no effect
BoNT-A LC inh2: BoNT A light chain protease inhibition; multiplex microsphere protease substrate cleavage, flow cytometry; inhibition, % at 10 µM; hit rate 0.17% among 360,000; AID 588499; further: plate controls were buffer without enzyme for full effect and enzyme alone for no effect
Mtb BioA inh: blocks M. tuberculosis BioA enzyme activity; purified M. tuberculosis BioA enzyme, plate reader; inhibition, % at 9.99 µM; hit rate 0.096% among 360,000; in the data active means inhibition above about 40%; inconclusive means no clear call, values can overlap the other calls
UGM FP inh: Mtb UDP-galactopyranose mutase inhibition; P9WIQ1; hit rate 0.06% among 320,000; purified UGM, fluorescence polarization probe displacement; AID 504406; inhibition, % at 10 µM; in the data active means inhibition above about 10%, passing the limit was not always enough; inconclusive means no clear call, values can overlap the other calls
Target sequence (P9WIQ1 whole entry, looked up): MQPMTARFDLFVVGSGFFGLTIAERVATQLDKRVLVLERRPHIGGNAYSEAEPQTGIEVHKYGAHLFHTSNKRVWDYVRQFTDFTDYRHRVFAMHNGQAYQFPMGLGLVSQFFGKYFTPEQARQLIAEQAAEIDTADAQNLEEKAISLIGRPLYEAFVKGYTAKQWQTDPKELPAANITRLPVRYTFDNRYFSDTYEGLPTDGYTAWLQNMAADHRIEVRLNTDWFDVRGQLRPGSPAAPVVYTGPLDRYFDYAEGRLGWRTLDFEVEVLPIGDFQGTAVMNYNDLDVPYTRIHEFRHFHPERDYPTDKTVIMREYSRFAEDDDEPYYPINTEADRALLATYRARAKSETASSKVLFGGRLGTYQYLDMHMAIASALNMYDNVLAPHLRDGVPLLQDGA
FadD28 binding: M. tuberculosis FadD28 bisubstrate binding inhibition. FadD28 bisubstrate probe binding, fluorescence polarization. inhibition, % at 12.5 µM. hit rate 0.22% among 360,000. AID 588549; in the data active means inhibition above about 8.5%, passing the limit was not always enough; inconclusive means no clear call, values can overlap the other calls
PfHsp40 rescue: compounds rescuing yeast from Plasmodium falciparum HSP40 toxicity | S. cerevisiae expressing PfHsp40, growth rescue, ATP luminescence | growth rescue, % at 12.5 µM | hit rate 0.68% among 340,000 | AID 504582; in the data active means growth rescue above about 28%, passing the limit was not always enough; inconclusive means no clear call, values can overlap the other calls;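 further: yeast W303a lacking pdr1 and pdr3 grown in galactose medium; growth measured after three days at 30 °C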
GDH-TPI inh: inhibits GDH-TPI coupling enzymes, artifact for Mtb FBA screen; GDH-TPI coupled enzyme counterscreen, NADH absorbance; inhibition, % at 4.8 µM; hit rate 1.2% among 360,000; in the data active means inhibition above about 30%;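 further: 0% = DMSO wells and 100% = wells lacking the enzyme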
Anthrax LF prot: anthrax lethal factor protease inhibition; P15917; multiplex microsphere protease cleavage assay, LF; inhibition, % at 10 µM; hit rate 0.12% among 360,000; AID 588501; further: plate controls were buffer without enzyme for full effect and enzyme alone for no effect
* hit, by the source's call; ? = inconclusive; . = not tested or not shown; & = joins results of further samples. Unless noted, no stated cut-off is given here; in the data, active means inhibition above about 30%; inconclusive means no clear call, values can overlap the other calls; inactive means below that.

| nr | canonical_smiles | FBA Mtb inh | BoNT F protease | BoNT-A LC inh2 | Mtb BioA inh | UGM FP inh | FadD28 binding | PfHsp40 rescue | GDH-TPI inh | Anthrax LF prot |
| --- | --- | --- | --- | --- | --- | --- | --- | --- | --- | --- |
| 1 | c1ccc(CSc2ncnc3c2cnn3-c2ccccc2)cc1 | 0 | 1 | -0.8 | -0.5 | 1.0 | -3.9 | -1.3 | 4 | -2 |
| 2 | O=C(O)c1cc(S(=O)(=O)NCC2COc3ccccc3O2)ccc1Cl (configuration not stated) | 3 | 2 | 0.2 | -1.6 | 0.9 | -1.5 | 0.0 | 3 | -8 |
| 3 | O=C(Nc1cccn2nc(COCCO)nc12)C(c1ccccc1)c1ccccc1 | 0 | -6 | 0.4 | -0.6 | . | -1.2 | . | 7 | 1 |
| 4 | O=C(Cc1ccccc1)Nc1cccc(-c2nnc(-c3ccco3)o2)c1 | 32* | -8 | -0.6 | 1.7 | -4.0 | -7.4 | -0.7 | 5 | -2 |
| 5 | COc1ccc(NC(=O)c2cnc(SC)n2-c2ccc(F)cc2)c(OC)c1 | -3 | -6 | -0.8 | 5.2 | 0.5 | -3.4 | 5.3 | -4 | -2 |
| 6 | CC(C)C(C(=O)NCC1CCCO1)N(Cc1ccco1)C(=O)CNS(=O)(=O)c1ccc(F)cc1 (configuration not stated) | 4 | -4 | 0.6 | -1.2 | 0.0 | -1.9 | 0.7 | 6 | 0 |
| 7 | CN(C)C(CNC(=S)Nc1cccc(Cl)c1)c1cccnc1 (configuration not stated) | -3 | -4 | 0.7 | . | -3.5 | -4.4 | -0.8 | -1 | -2 |
| 8 | CC1CC(C)(C)NC(=S)N1CCCC(=O)Nc1ccc(F)cc1 (configuration not stated) | 1 | 6 | 0.2 | 0.9 | -2.2 | -2.6 | 0.6 | 6 | -1 |
| 9 | COc1ccc(C)cc1S(=O)(=O)Nc1cc2c3c(c1)C(C)C(=O)N3CCC2 (configuration not stated) | -3 | -6 | -3.1 | -2.1 | 0.2 | -1.6 | 1.0 | -1 | 1 |
| 10 | COc1cnc(-c2ccccc2)c(-c2ccccc2)n1 | -4 | ? | 1.1 | -1.3 | 0.6 | 0.1 | 0.1 | 12 | 21 |
| 11 | CN(C)CCOCCOc1ccccc1-c1ccccc1 | 0 | -1 | 0.0 | 2.1 | 1.5 | -1.8 | -0.6 | 9 | -4 |
| 12 | COc1ccc(S(=O)(=O)NCc2ccc(C(=O)N3CCC4(CC3)OCCO4)cc2)cc1 | 1 | -2 | -0.1 | -0.9 | 0.1 | -1.9 | 4.0 | 12 | -4 |
| 13 | CCOC(=O)c1ccccc1NC(=O)Cn1cnc2c1c(=O)n(C)c(=O)n2C | 0 | -2 | 0.3 | 0.4 | -0.2 | -1.8 | 1.6 | 3 | -2 |
| 14 | CCOC(=O)c1ccccc1NC(=O)C1CC(=O)N(C2CCCC2)C1 (configuration not stated) | 2 | 9 | 0.6 | -0.7 | . | -3.2 | 1.4 | 3 | 5 |
| 15 | O=C(c1ccc2c(c1)OCO2)N1CCN=C1SCc1cccnc1 | 7 | -4 | -0.4 | 1.9 | 0.5 | -0.6 | 0.9 | 6 | -7 |
| 16 | Cc1cccc2cc(C#N)c(NCCCNS(=O)(=O)c3ccc(Cl)cc3)nc12 | 24 | -2 | 8.2 | 32 | 4.3 | -4.4 | -1.0 | 0 | 4 |
| 17 | CC(C)Oc1cc(F)ccc1-c1cc(C(=O)Nc2ccccc2)[nH]n1 | 3 | 0 | -0.2 | 0.1 | . | -2.0 | . | 9 | -3 |
| 18 | Cc1coc2c1c(C)cc1oc(=O)c(CC(=O)N[C@H](C(=O)O)C(C)C)c(C)c12 | 76* | -14 | -1.8 | -2.1 | 0.2 | -1.1 | 0.0 | 11 | 1 |
| 19 | CCN(CC(=O)Nc1ccc2c(c1)OCCO2)C(=O)/C=C/c1cccc(OC)c1OC | 12 | . | . | -2.0 | 2.2 | -0.6 | -0.5 | 2 | . |
| 20 | CC[C@]12c3[nH]c4cc(CCC(=O)N(C)C)ccc4c3CCN1C(=O)[C@@H](CC(=O)NC(C)(C)C)C[C@@H]2C(=O)N1CCN(C(=O)C2CC2)CC1 | -2 | -2 | -0.4 | 0.8 | . | -2.7 | 0.8 | 5 | -2 |
| 21 | CC1(C)C2CCC1(C)C(NC1=NCCC1)C2 (configuration not stated) | 5 | -8 | 1.5 | 0.0 | -0.8 | -1.2 | 3.1 | 9 | 0 |
| 22 | CCNC(=O)C1CCCN(C(=O)c2ccc(N(C)C)cc2)CC1 (configuration not stated) | 0 | -4 | 0.5 | -2.6 | . | 1.6 | . | 7 | 2 |
| 23 | COc1ccc(N(CC(=O)N2CCN(c3cccc(C)c3C)CC2)S(=O)(=O)c2c(C)noc2C)cc1 | 1 | -2 | -0.8 | -0.8 | 0.9 | -2.1 | 5.3 | -2 | 0 |
| 24 | Cc1ccc(CNC(=O)c2nnn(CC(=O)Nc3cccc(C)c3C)c2N)cc1 | 2 | -3 | -0.1 | 2.2 | -0.2 | -0.7 | 0.2 | 8 | 0 |
| 25 | CCC(=O)OCC(=O)N=c1sccn1Cc1ccc(C)cc1 | 2 | -4 | -3.2 | -0.2 | -0.2 | -0.8 | -0.8 | 3 | 0 |
| 26 | CC(C)CC(=O)O/N=C1\C(=O)N(c2ccccc2)c2ccccc21 | 1 | 0 | 0.1 | -0.5 | 4.1 | -0.8 | -0.8 | 9 | 0 |
| 27 | CC(=O)n1cc([C@H]2C=C(C(=O)N3CCN(Cc4ccc5c(c4)OCO5)CC3)O[C@@H](OCc3ccc(CO)cc3)C2)c2ccccc21 | 1 | -4 | 0.2 | -5.8&-2.7 | -3.4 | -0.4 | 10 | 3 | -9 |
| 28 | Fc1cccc(Cc2noc(CN3CCOCC3)n2)c1 | 3 | -4 | -0.4 | . | -4.1 | -0.3 | 0.7 | 3 | 4 |
| 29 | CN(C(=O)CCN1C(=O)S/C(=C\c2ccccc2)C1=O)C1CCS(=O)(=O)C1 (configuration not stated) | 2 | 1 | 2.0 | -0.5 | 2.2 | -3.3 | -0.5 | 25 | 3 |
| 30 | COc1ccc(C(C#N)N2N=C(c3ccccc3)CC2c2ccccc2)cc1OC (configuration not stated) | -5 | -3 | 0.2 | . | 0.5 | -3.5 | -0.7 | -5 | -1 |
| 31 | Cc1nn(CC(=O)NCCc2cccs2)c(=O)c2cc3ccccc3n12 | 5 | 3 | 38* | 0.0 | -2.5 | -1.2 | -0.4 | 6 | 34* |
| 32 | O=C(O)CCNc1cc(N2CCN(C(=O)c3ccco3)CC2)c2noc3c2c1C(=O)c1ccccc1-3 | -5 | -6 | 0.7 | -108 | 2.4 | 22* | 0.4 | -1 | 0 |
| 33 | CCn1c(=O)c(C(=O)CN2CC(C)OC(C)C2)c(N)n(Cc2ccccc2)c1=O (configuration not stated) | -1 | -5 | -0.4 | . | 0.3 | -2.0 | -1.1 | 7 | -3 |
| 34 | CCC1(c2ccccc2)NC(=O)N(CC(=O)N(C)CC(=O)Nc2c(C)cccc2C)C1=O (configuration not stated) | 7 | 4 | 5.0 | -5.0 | 1.7 | 1.8 | 0.8 | -3 | -2 |
| 35 | CCOC(=O)/C(C#N)=C/Nc1ccsc1C(C)=O | -1 | 0 | -0.8 | . | 1.8 | -0.1 | -1.2 | 18 | 1 |
| 36 | CCOc1ccc(CCNC(=O)COC(=O)c2ccc(OC)c(OC)c2OC)cc1OCC | 1 | -4 | -0.7 | 0.8 | 2.8 | -3.3 | -0.3 | -4 | -2 |
| 37 | CCc1ccccc1NC(=O)CSc1ncn[nH]1 | 0 | -14 | -1.9 | -1.1 | 1.5 | -1.5 | -1.4 | 1 | -5 |
| 38 | CCOc1ccc(OCCC(=O)OCC(=O)NCc2ccccc2)cc1 | 0 | 4 | 0.6 | 0.1 | 1.9 | -2.8 | 0.9 | 12 | 0 |
| 39 | CCOc1ccc(NC(=O)CSC(N)=O)cc1 | 2 | -13 | -0.6 | -0.9 | 2.9 | -2.2 | 4.0 | -6 | -9 |
| 40 | Cn1c(SCC(=O)Nc2ccc(C(N)=O)cc2)nnc1-c1cccs1 | 5 | 6 | 0.1 | -2.3 | 0.3 | -0.2 | -1.8 | 14 | -3 |
| 41 | COc1ccc2[nH]c3ccccc3c2c1 | 8 | 4 | -0.8 | 0.3 | -0.1 | 0.3 | 4.6 | 18 | -4 |
| 42 | O=C(CCCC1=NS(=O)(=O)c2ccccc2N1)OCc1ccc(Cl)cc1 | 0 | -7 | -0.8 | 4.5 | -0.2 | -1.5 | -0.1 | 4 | -1 |
| 43 | CC(=O)Nc1cccc(NC(=O)CCCC(=O)O)c1 | 8 | 3 | ? | -0.3 | 1.3 | -1.1 | -0.9 | -7 | 1 |
| 44 | CN1N=C(C(=O)N=c2sc3ccccc3n2C)CCC1=O | 1 | 2 | -1.0 | . | . | -1.2 | -0.3 | 49* | -3 |
| 45 | CCC(=O)NC(=S)Nc1ccc(Cl)cn1 | -2 | -5 | -0.2 | 3.6 | -1.7 | -2.4 | 0.9 | 3 | 0 |
| 46 | CCOC(=O)c1c(C)oc2c1c1c(c3ccccc32)OCN(Cc2ccccn2)C1 | -2 | 1 | -0.6 | . | 0.7 | -0.3 | -1.8 | -1 | -6 |
| 47 | CC(=O)Nc1cncc(-c2ccc(CN(C)C)cc2)n1 | 5 | -2 | 0.0 | 4.6 | . | -1.5 | . | 6 | -1 |
| 48 | CCOc1ccc(CN(C)C(=O)c2cccnc2SC)cc1OC | -1 | -2 | -0.3 | 0.9 | -1.8 | 0.3 | -0.3 | 0 | 1 |
| 49 | CC(=O)Nc1ccc(C(=O)N2CCCC(c3cc(C(=O)NCc4cccnc4)no3)C2)cc1 (configuration not stated) | -2 | 1 | -0.2 | -0.1 | . | -2.1 | . | 11 | -5 |
| 50 | CCc1ccc(-c2cc(C(=O)NCc3ccco3)c3ccccc3n2)s1 | 54* | -4 | 3.6 | . | 3.2 | -2.5 | -0.2 | 10 | -2 |
| 51 | CN=c1scc(C)n1/N=C/c1ccc(O)cc1 | -2 | -16 | -0.8 | 0.4 | 1.0 | 0.5 | 0.7 | 27 | -2 |
| 52 | CCN(CC(=O)Nc1ccc(C)c(F)c1)CC(=O)NC(C)C | 0 | 4 | -0.4 | 0.8 | 1.6 | -1.2 | -0.1 | 9 | -1 |
| 53 | Cc1cc(C)cc(NC(=O)COC(=O)CCn2c(C)csc2=O)c1 | -1 | 0 | 1.0 | -0.4 | -0.7 | -0.2 | -0.5 | 1 | -7 |
| 54 | O=S1(=O)N[C@@H](CC2=CCCCC2)C2CCCCC2O1 (some centres not stated) | 4 | -4 | -1.3 | 11 | 3.5 | 1.3 | 11 | 8 | 0 |
| 55 | NC(N)=NS(=O)(=O)c1ccc(NC(=S)NC(=O)/C=C/c2ccco2)cc1 | -5 | 7 | 1.0 | -1.0 | . | -5.2 | -1.7 | 57* | 5 |
| 56 | COc1ccc(Br)cc1CN(C)CC(=O)NCc1ccc(F)cc1 | -3 | 20 | -1.7 | 1.2 | -0.9 | -1.3 | 0.3 | -3 | 24 |
| 57 | Cc1nc(N/N=C/c2ccccc2)nc(N(C)c2ccccc2)c1[N+](=O)[O-] | 2 | -9 | -0.7 | . | -1.4 | -2.4 | 1.2 | 5 | -4 |
| 58 | CCCOc1ccc(-c2c(C(=O)N/N=C/c3ccc(OCC)cc3)nnn2-c2nonc2N)cc1 | 0 | -3 | -0.2 | 0.5 | -0.1 | -3.1 | 1.3 | -5 | -2 |
| 59 | CCc1noc(C)c1C(=O)N(CC)CC(=O)Nc1cc(Cl)ccc1C | 6 | -5 | 0.7 | -4.3 | -0.8 | -0.6 | -0.8 | -2 | 4 |
| 60 | COc1ccc(Cl)cc1NS(=O)(=O)c1cc(Cl)ccc1OC | -1 | 3 | -0.1 | -0.2 | -2.6 | -1.5 | -0.2 | 9 | ? |
| 61 | O=C(NCc1ccccc1)c1cc(-n2cnnc2)ccc1Cl | 1 | -10 | 0.4 | -0.4 | 1.6 | 0.8 | -0.9 | 12 | -2 |
| 62 | COc1cc(OC)cc(-c2c(-c3cccs3)c3cc(-c4cnc(N)nc4)ccc3n2C)c1 | 2 | 5 | 0.3 | -0.6 | 4.9 | -1.6 | -0.2 | 14 | 5 |
| 63 | O=C(CN1CCNCC1)Nc1ccccc1Cl | -2 | -6 | -0.2 | 2.5 | 0.0 | -1.6 | -1.2 | -2 | 4 |
